ERAP1 HTS inh – human ERAP1 aminopeptidase inhibitors, primary screen, biochemical, single point, plate reader; Endoplasmic reticulum aminopeptidase 1 (Homo sapiens), Q9NZ08; recombinant ERAP1, Leu-AMC fluorescence, 60 min; inhibition, % at 10.7 µM; hit rate 0.15% among 340,000; AID 652197, 2013;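 active = mean replicate inhibition of at least 30%, or all replicates individually reaching that 30% level; inactive = mean below 30% and not every replicate reaching it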;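 note: 0% = neutral control wells and 100% = L-leucinethiol positive control wells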
S100A4 MyoIIA – inhibitors of S100A4-myosin IIA peptide binding, primary screen, biochemical, fluorescence polarization, TAMRA-MyoIIA peptide; Protein S100-A4 (Homo sapiens), P26447; inhibition, % at 10.7 µM; hit rate 0.14% among 360,000;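 active = mean inhibition of at least 70% across replicates, with every replicate also reaching that level; inconclusive = mean inhibition reaches 70% but some replicates fall short; inactive = mean inhibition below 70%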
Target sequence (P26447 whole entry, looked up): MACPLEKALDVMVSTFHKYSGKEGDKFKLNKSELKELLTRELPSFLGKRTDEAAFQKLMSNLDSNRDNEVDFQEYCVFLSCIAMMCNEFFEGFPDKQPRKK
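System – human S100A4 monomer protein, biochemical binding assay · Buffer or medium – Calcium-containing HEPES buffer, pH 7.2 · Timing – 5 min between mix addition and reading · Also added – TAMRA-labelled myosin IIA heavy-chain peptide probe, 5 nM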
PGC1a acetyl inh – inhibitors of PGC1a acetylation signal, primary screen, cell-based, U2OS, AlphaScreen, inhibitor mode | AlphaScreen anti-acetyl-lysine; with virally co-expressed GCN5 acetyltransferase | inhibition, % at 15.6 µM | hit rate 0.17% among 350,000 | AID 651687, 2012;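 active = every replicate shows inhibition of at least 40%; inconclusive = mean inhibition at least 40% but some replicate below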;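 note: 0% = neutral control wells and 100% = positive control wells; some results beyond the cut were filed as inactive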
SIRT5 inh – SIRT5 desuccinylase inhibitors, primary screen, biochemical, fluorescence imaging, single point, set 5; Purified SirT5, succinyl-peptide AMC, trypsin-coupled fluorescence; hit rate 1.1% among 330,000; inhibition, % at 15 µM; NAD-dependent protein deacylase sirtuin-5, mitochondrial (Homo sapiens), Q9NXA8; AID 652115, 2013; in the data active = inhibition above about 15%; inconclusive = no clear call, values can overlap the other calls
Target sequence (Q9NXA8 whole entry, looked up): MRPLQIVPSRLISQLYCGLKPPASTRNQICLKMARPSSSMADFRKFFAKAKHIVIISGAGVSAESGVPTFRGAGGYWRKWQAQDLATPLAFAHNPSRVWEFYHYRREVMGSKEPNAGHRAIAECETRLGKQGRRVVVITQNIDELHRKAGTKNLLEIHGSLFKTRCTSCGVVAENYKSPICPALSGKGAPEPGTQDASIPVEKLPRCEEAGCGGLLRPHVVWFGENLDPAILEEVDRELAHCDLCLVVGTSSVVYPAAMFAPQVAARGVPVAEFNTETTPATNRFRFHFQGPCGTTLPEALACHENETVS
Statin myotox sup – suppressors of statin myotoxicity in C2C12 myotubes, primary screen, cell-based, single point, plate reader. C2C12 myotubes + simvastatin, ATP luminescence, 48 h; scaled: DMSO 0, geranylgeraniol control 100. rescue of ATP level, % at 7.49 µM. hit rate 0.78% among 330,000. AID 602340, 2012;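 active = mean ATP rescue above about 67%, or every replicate alone reaching that limit, limit read from the data, passing the limit was not always enough; inconclusive = no clear call, values can overlap the other calls; inactive = mean under the limit and some replicate under it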;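 note: myotubes were challenged with 10 µM simvastatin during compound exposure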
XiGFP reactiv – activators of inactive X chromosome reactivation, primary screen, imaging, XiGFP fibroblasts, GFP high-content imaging, set 2; XiGFP mouse fibroblasts, % GFP-positive cells imaging, 3 d; cells co-treated with 5-aza-dC sensitizer; scaled so ellipticine positive control = 100%; activation, % at 7.58 µM; hit rate 0.055% among 360,000; AID 743238, 2013;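 active = mean normalized replicate activation at least 10% and every replicate at or above 10%; inconclusive = only one of the two criteria met; inactive = mean below 10% and not all replicates reach 10%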;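 note: 0% = median of on-plate neutral control wells and 100% = ellipticine 6 µM median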
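Assay system: SV40-immortalized XiGFP fibroblast cells, line 68-5-11; buffer or medium: DMEM plus 5-aza-dC sensitizer; compound: one concentration, pinned; timing: compounds 3 days, fix/stain 15 min at room temperature; benchmarks: positive control ellipticine, 6 µM final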
Cneo AK release – Cryptococcus neoformans cell lysis inducers, primary screen, AK release luminescence, single concentration. C. neoformans lysis, adenylate kinase release luminescence, 4 h; normalised: neutral wells 0, clomiphene wells 100. lysis activity, % at 15 µM. hit rate 0.2% among 360,000. AID 651654, 2012;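 active = mean lysis activity across replicates of at least 80%, whatever share of replicates individually reach that level; inactive = mean lysis activity below 80%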
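read-out = cell lysis signal | test system = log-phase Cryptococcus neoformans yeast cells | input = cells at 5 × 10^6 per mL | medium = fresh YPD growth medium | signal = luminescent adenylate kinase detection reagent | timing = 4 h at 37 °C static, read 1 h later | dosing = single dose | controls = Clomiphene as positive lysis control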
LGR2 inh – inhibitors of bursicon-induced LGR2 CRE-luciferase signal, primary screen, cell-based, HEK293, CRE-luciferase reporter, bursicon stimulation. bursicon-stimulated, 4 h. hit rate 0.35% among 380,000. inhibition, % at 9.99 µM;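 active = drop in luminescence signal, shown as inhibition above about 50% in the replicate tests, limit read from the data, passing the limit was not always enough; inconclusive = probably only some replicates passing the limit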;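 note: agonist challenge used bursicon conditioned medium at about half maximal strength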
Numbers without * were called inactive; ? = inconclusive; nt = no result given. This is a subset (hit frequency here may not be typical).

| molecule | ERAP1 HTS inh | S100A4 MyoIIA | PGC1a acetyl inh | SIRT5 inh | Statin myotox sup | XiGFP reactiv | Cneo AK release | LGR2 inh |
| --- | --- | --- | --- | --- | --- | --- | --- | --- |
| COc1ccc(Cc2c(O)nc(SCC(C)C)[nH]c2=O)cc1 | 3 | 2 | nt | -3 | -6 | 0.0 | 1 | 10 |
| COc1ccccc1C#Cc1ccc([C@@H]2[C@H]3CN(S(C)(=O)=O)CCCCN3[C@H]2CO)cc1 | 0 | -4 | -2 | 4 | 16 | 0.9 | 2 | -22 |
| CC12CCC(=O)N1C(C(=O)NCc1ccc(Cl)cc1Cl)CS2 (stereo unspecified) | 1 | 31 | nt | -3 | nt | 0.2 | nt | -3 |
| CCSc1nnc(N2C(=O)c3ccc(C(=O)c4ccc(C(=O)O)cc4)cc3C2=O)s1 | -1 | -1 | -9 | 3 | -11 | 0.0 | -1 | 1 |
| CCCc1nnc(NC(=O)CCC(=O)Nc2ccc(F)cc2)s1 | -4 | -1 | -10 | 1 | 4 | nt | -2 | 6 |
| COC(=O)c1cn(CCCNC(=O)[C@H](Cc2ccccc2)NS(=O)(=O)c2ccc(C)cc2)nn1 | 2 | 12 | -4 | -5 | nt | nt | 2 | nt |
| O=C(COc1ccc(S(=O)(=O)NC2CCCCC2)cc1)N1CCN(c2ccc(F)cc2)CC1 | -4 | -7 | -4 | -8 | 11 | 0.0 | -3 | 7 |
| CC(CCc1ccccc1)NC(=O)CSc1nccc(=O)[nH]1 (stereo unspecified) | 3 | -1 | nt | 2 | 13 | nt | -2 | 8 |
| O=C(CNC(=O)c1ccc2c(c1)OCO2)Nc1ncccc1O | 5 | 2 | 9 | -2 | -11 | 0.2 | -1 | -40 |
| CCOc1ccccc1N1C(=O)CC(Sc2nccc(C)n2)C1=O (stereo unspecified) | 0 | -3 | nt | 2 | 3 | ? | -2 | -4 |
| O=C(CN(C(=O)CCC(=O)Nc1nccs1)C1CCCC1)NCc1ccc2c(c1)OCO2 | 0 | -7 | 4 | -2 | nt | 0.0 | nt | 5 |
| COC(=O)[C@@]12C[C@@H](CC(=O)NCC34CC5CC(CC(C5)C3)C4)C(=O)N(Cc3ccc4c(c3)OCO4)C1=CCC(C)(C)C2 | -4 | 0 | nt | 0 | nt | 0.0 | nt | 6 |
| Cc1ccc(S(=O)(=O)N2CC[C@@H]3[C@@H](CO)Nc4ccc(C#Cc5ccc(F)cc5)cc4[C@@H]32)cc1 | -1 | -2 | 1 | 12 | -1 | 0.0 | 11 | 9 |
| CC1CC(NC(=O)CCn2c(=O)oc3ccccc32)CC(C)(C)C1 (stereo unspecified) | -1 | -1 | nt | 0 | 0 | 0.4 | 1 | 7 |
| C[C@H](CO)N1C[C@H](C)[C@H](CN(C)C(=O)c2ccccc2)OCCCC[C@H](C)Oc2ccc(NC(=O)NC3CCCCC3)cc2C1=O | -3 | 21 | 7 | 3 | 9 | 0.3 | 3 | 17 |
| COC(=O)c1ccc2[nH]c3c(c2c1)CC(C)CC3 (stereo unspecified) | 2 | -11 | -8 | 4 | -4 | 0.0 | -4 | 15 |
| C[C@@H]1CN([C@H](C)CO)C(=O)c2cc(NS(=O)(=O)c3ccc(F)cc3)ccc2O[C@H]1CN(C)C(=O)Nc1ccc(F)cc1 | 2 | -2 | 4 | -1 | -10 | -0.4 | -1 | -2 |
| CN1C2C=C(N(CCc3ccccc3)C(=O)c3ccc(Cl)cc3)CC1CC2 (stereo unspecified) | 1 | 4 | nt | -2 | nt | 0.1 | nt | -13 |
| COc1ccccc1CNC(=O)COC(=O)Cn1cnc2ccccc21 | nt | -2 | nt | nt | -9 | 0.0 | 1 | 31 |
| CC1C=NC(S(=O)(=O)N2CC[C@@H]3[C@H](CO)N(C)c4ccc(-c5ccc(F)cc5)cc4[C@@H]32)=N1 (stereo partly specified) | nt | nt | -7 | nt | 20 | 0.4 | 13 | 3 |
| Cc1ccc(S(=O)(=O)N2CCN(C)CC2c2ccccc2)cc1 (stereo unspecified) | -2 | 10 | -2 | -2 | 7 | 0.0 | 0 | 3 |
| Cn1c(=O)oc2cc(S(=O)(=O)NCCC(=O)NCc3ccc(F)cc3)ccc21 | -2 | 3 | 10 | 1 | -3 | 0.0 | 1 | -12 |
| COc1ccccc1OCCOCCOc1c(C)cc(C)cc1Br | -1 | -5 | nt | 0 | nt | 0.0 | nt | 12 |
| C[C@H](CO)N1C[C@H](C)[C@@H](CN(C)Cc2cccnc2)OCc2cn(nn2)CCCC1=O | nt | nt | 3 | nt | -3 | 0.0 | nt | -2 |
| CN(C)C(=O)c1cccc(-c2cccc(-c3nc(C(=O)NCc4ccccc4)cc4c3[C@@H](CCO)N(S(=O)C(C)(C)C)C4)c2)c1 (stereo partly specified) | -2 | -35 | -21 | 1 | -14 | 0.0 | 7 | -11 |
| C[C@H](CO)N1C[C@H](C)[C@@H](CN(C)C(=O)Nc2ccc(F)cc2)Oc2cc(/C=C/c3ccccc3)ccc2S1(=O)=O | 0 | 3 | 7 | 16* | 21 | -0.3 | -11 | 13 |
| O=C(OCc1cnc(Cl)s1)c1cccs1 | -2 | 0 | 94* | -3 | -2 | 0.0 | 1 | -14 |
| COC(=O)N1C/C=C\C(c2ccc(OC)cc2)N(Cc2ccc(F)cc2)C(=O)C1 (stereo unspecified) | -4 | 2 | -7 | -1 | -9 | 0.0 | 1 | 9 |
| CN(CC(=O)NCC(=O)Nc1ccc(F)c(F)c1F)C1CCS(=O)(=O)C1 (stereo unspecified) | -3 | 1 | 12 | -6 | -2 | 0.0 | -1 | 3 |
| CCN1CCN(S(=O)(=O)c2ccc(Cl)c(C(=O)NCc3nc4ccccc4[nH]3)c2)CC1 | -4 | 8 | 0 | nt | -1 | 0.0 | 0 | -2 |
| NS(=O)(=O)c1ccc(N=NN2CCCCC2)cc1 | -2 | 0 | nt | -1 | nt | 0.0 | nt | -22 |
| CC(C)Sc1ncc(S(=O)(=O)c2ccccc2)c(=O)[nH]1 | 9 | 14 | 0 | 0 | nt | 0.0 | nt | -20 |
| CC(C)CCNC(=O)C1CCCN(S(=O)(=O)c2ccc3c(c2)CC(C)N3C(=O)C2CC2)C1 (stereo unspecified) | 3 | -6 | nt | -1 | -15 | 0.1 | 1 | -32 |
| CCCCNS(=O)(=O)c1ccc(S(=O)(=O)n2cnc3ccccc32)cc1 | -4 | 1 | -15 | 0 | 27 | nt | 1 | 12 |
| O=C(Nc1ccc(F)cc1)N[C@@H]1CC[C@@H](CC(=O)N2CCOCC2)O[C@@H]1CO | nt | nt | -5 | -4 | -6 | 1.4 | 4 | 5 |
| COc1ccc(CNC(=O)C[C@H]2C[C@H](C(=O)N3CCCCC3)[C@@]3(C)c4[nH]c5cc(-c6ccco6)ccc5c4CCN3C2=O)cc1OC | nt | 0 | 2 | -7 | -16 | 0.1 | 1 | -23 |
| Cc1ccc(C(=O)C(OC(=O)c2c(C)cc(=O)oc2C)c2ccccc2)cc1 (stereo unspecified) | 0 | -5 | nt | -8 | nt | 0.1 | nt | 2 |
| CC(=O)N(C)C[C@H]1Oc2cc(C#CC(C)C)ccc2S(=O)(=O)N([C@H](C)CO)C[C@H]1C | -12 | 31 | -5 | 2 | -9 | 0.1 | 4 | -24 |
| CC1CC1C(=O)OCC(=O)NC(=O)c1ccc(C(C)(C)C)cc1 (stereo unspecified) | 2 | 3 | 11 | -5 | -1 | 0.0 | 2 | -50 |
| Cc1nc(-c2nc(CC(=O)NNC(=O)c3ccc(Cl)cc3)cs2)cs1 | nt | -8 | -5 | -3 | 0 | 0.2 | 0 | 8 |
| CC1CN(c2cc(=O)n(-c3ccc(Cl)cc3)c(=O)[nH]2)CC(C)O1 (stereo unspecified) | 1 | -4 | nt | -2 | 15 | 0.0 | 1 | -27 |
| C[C@H](CO)N1C[C@H](C)[C@H](CN(C)Cc2ccc(C(=O)O)cc2)Oc2ccc(NC(=O)C3CC3)cc2C1=O | 0 | 11 | 3 | -4 | -10 | 0.6 | -7 | -3 |
| COc1cccc(CN2CC(C(=O)N3CCN(C(C)C)CC3)CCC2=O)c1 (stereo unspecified) | -2 | -2 | nt | 1 | 5 | 0.1 | -4 | 3 |
| O=C(CN1CCN(c2ccccc2F)CC1)c1ccc2c(c1)OCO2 | nt | nt | -1 | nt | 15 | nt | 6 | -2 |
| O=C(C[C@@H]1C=C[C@H](NC(=O)Cc2ccccn2)[C@@H](CO)O1)NCCc1ccncc1 | -2 | -2 | -1 | 1 | 18 | 0.1 | 1 | -2 |
| N#C[C@H]1[C@@H](c2ccccc2-c2cccc(F)c2)[C@H](CO)N1C(=O)c1cccnc1 | -3 | 2 | 3 | 2 | nt | 0.0 | nt | 2 |
| COc1cc(C2/C(=C(\O)c3ccc4c(c3)CC(C)O4)C(=O)C(=O)N2CCN2CCOCC2)cc(OC)c1OC (stereo unspecified) | 4 | -6 | nt | -1 | -2 | 0.0 | 0 | -13 |
| COc1ccccc1/C=C/C(=O)NC1CC2CCC1C2 (stereo unspecified) | -4 | -1 | 18 | -4 | -15 | 0.0 | -2 | -14 |
| CC(=O)c1cc2cccc(OC3(C)CCN(Cc4ccc(-c5ccccn5)cc4)C3)c2o1 (stereo unspecified) | 0 | 1 | nt | -1 | -4 | 0.0 | -1 | -7 |
| C[C@@H]1CN([C@@H](C)CO)C(=O)Cc2cc(NC(=O)Nc3ccc(F)cc3)ccc2O[C@H]1CN(C)S(C)(=O)=O | 0 | 20 | -2 | nt | 9 | 0.1 | 2 | -1 |
| O=[N+]([O-])c1cc([N+](=O)[O-])c(Oc2ccc(Cl)c3cccnc23)cc1NN1CCCCC1 | -3 | -8 | 11 | nt | -17 | 0.2 | -1 | 13 |
| Nc1ccc(NC2C[C@@H](C(=O)O)NC2=O)cc1 (stereo partly specified) | 2 | 1 | nt | 8 | nt | 0.3 | nt | nt |
| CCC(C)NC(=O)c1ccc2nc(-c3ccc(OC)c(OC)c3)c(-c3ccc(OC)c(OC)c3)nc2c1 (stereo unspecified) | 7 | -7 | nt | -1 | -4 | 0.2 | 2 | 26 |
| C/C=C/c1ccc([C@H]2[C@@H](CN(C)C(=O)CC)N(C(=O)NCCC)[C@H]2CO)cc1 | 1 | 4 | 13 | -1 | 6 | 0.4 | -1 | -4 |

PGC1a acetyl inh: hit marks shown above.
SMILES,ERAP1 HTS inh,S100A4 MyoIIA,PGC1a acetyl inh,SIRT5 inh,LGR2 inh
O=C(OCc1cnc(Cl)s1)c1cccs1,-2,0,94*,-3,-14

Source: PubChem BioAssay (Broad Institute)
